RGS4 inh: human RGS4 inhibition. P49798. HEK293 M3R/RGS4 inducible, Fluo-4 calcium flux; active compounds read high; triggered by carbachol at its EC20. B-score at 10 µM. actives 0.45% (n = 310,000). AID 463165;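 active = B-score, a plate-corrected calcium signal, over three deviations above library mean, with baseline fluorescence within five deviations of library mean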;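 note: RGS4 expression induced by doxycycline in cells with stable M3 receptor; B-score is computed from the integrated fluorescence ratio over baseline after carbachol; higher B-score means a larger calcium signal and so more RGS4 inhibition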
Target sequence (P49798 whole entry, looked up): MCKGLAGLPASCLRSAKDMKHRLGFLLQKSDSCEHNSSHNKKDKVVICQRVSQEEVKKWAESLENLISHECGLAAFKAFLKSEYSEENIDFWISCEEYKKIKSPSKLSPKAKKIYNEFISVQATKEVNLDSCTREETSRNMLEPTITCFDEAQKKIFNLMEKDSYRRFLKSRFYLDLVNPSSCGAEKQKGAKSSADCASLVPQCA
MrgX1 allo act: allosterically activates human MrgX1 receptor signaling | AID 588675 | Q96LB2 | actives 0.63% (n = 310,000) | B-score at 10 µM | MrgX1-HEK293, Fluo-4 calcium flux, FDSS; active compounds read high;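 active = plate-corrected calcium response at least 3 library SD above typical, normal starting fluorescence, not activating the receptor alone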;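 note: compound read alongside a low EC10 to EC30 dose of BAM8-22 agonist; peak minus trough fluorescence over baseline measured at the second addition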
Target sequence (Q96LB2 whole entry, looked up): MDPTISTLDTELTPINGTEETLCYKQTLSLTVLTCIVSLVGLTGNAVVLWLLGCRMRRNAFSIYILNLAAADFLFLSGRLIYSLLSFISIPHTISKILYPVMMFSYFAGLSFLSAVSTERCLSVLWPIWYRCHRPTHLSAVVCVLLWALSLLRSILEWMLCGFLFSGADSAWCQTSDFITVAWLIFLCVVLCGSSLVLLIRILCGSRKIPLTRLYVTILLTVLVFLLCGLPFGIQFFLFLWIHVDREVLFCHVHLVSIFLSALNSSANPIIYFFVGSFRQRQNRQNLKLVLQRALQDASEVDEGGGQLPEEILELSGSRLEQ
Platelet DG rel: modulates dense granule release in human platelets; AID 1663; human platelet-rich plasma, SFLLRN dense granule ATP release, luminescence; actives 0.22% (n = 300,000); inhibition, %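 (compounds screened at 7.5 µM in platelet-rich plasma)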;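 active = mean replicate score, as percent of positive control, at or above 50; inconclusive = mean below 50 but at least one replicate at or above 50; inactive = mean and every replicate below 50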
TRPC4 inh: TRPC4 (mouse) channel inhibition. actives 0.39% (n = 300,000). AID 2247. Q9QUQ5. HEK293 TRPC4beta/mu-opioid, DAMGO-evoked Fluo4 calcium flux; active compounds read low. B-score at 10 µM;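 active = B-score over 3 SD under the library average, no early fluorescence shift, positive overall ratio signal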
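Test system – stable TRPC4beta/mu-opioid receptor HEK293 cells · Probe or stimulus – DAMGO, a submaximal dose followed by a maximal one · Dosing – one concentration per compound · Signal – Fluo4 calcium fluorescence by kinetic imaging, 5 s 1 Hz baseline · Evaluation – per-well B score of integrated baseline-normalized Fluo4 ratio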
TRPC6 act: mouse TRPC6 channel activation; Q61143; HEK293-TRPC6 membrane potential dye fluorescence; active compounds read high; B-score at 10 µM; actives 0.13% (n = 310,000); AID 2550;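 active = B-score of the integrated fluorescence ratio above library mean plus 3 SD, and starting fluorescence ratio within library mean plus 5 SD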;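 note: higher score means more depolarization so channel activation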
SKKanGAS inh: blocks kanamycin growth of S. pyogenes SKKanGAS strain. BacTiter-Glo, 6 h. inhibition, % at 7.5 µM. actives 1.3% (n = 300,000). AID 1662;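 active = mean replicate score, as percent of positive control median, at least 50; inconclusive = mean below 50 but one replicate at or above 50; inactive = mean and every replicate below 50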;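 note: strain carries kanamycin resistance gene driven by streptokinase promoter and grows in 40 µg/ml kanamycin; loss of luminescence reflects streptokinase promoter inhibition or plain growth inhibition; 0% = median of DMSO wells and 100% = positive control at its reference dose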
HIF activator: HIF pathway transcriptional activation; U2OS HRE-luciferase reporter, luminescence; normalized: DMSO 0%, desferrioxamine 100%; activation, % at 7.5 µM (by protocol); actives 0.32% (n = 300,000); AID 1910;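 active = mean activation of at least 10% of the iron chelator positive control signal, with at least half of replicates also reaching 10%; inconclusive = mean and replicate majority disagree about reaching 10%; inactive = mean and most replicates under 10%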
MrgX1 antagonist: blocks BAM8-22 activation of human MrgX1 receptor; Q96LB2; MRGX1-HEK293 calcium flux, Fluo-4, BAM8-22 antagonism; active compounds read low; B-score at 10 µM; actives 1.3% (n = 310,000); AID 588676;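 active = calcium-response B-score plate-corrected more than 3 library SD below zero, starting fluorescence within 5 deviations, no agonist response on first addition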;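 note: peak minus trough fluorescence over baseline after final BAM8-22 challenge near maximal dose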
TRPC6 inhibitor: mouse TRPC6 channel inhibition; HEK293-TRPC6, membrane potential dye, ACh-evoked depolarization; active compounds read low; actives 1.1% (n = 310,000); B-score at 10 µM;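 active = B-score under library mean minus 3 SD, initial fluorescence not abnormally high, positive integrated signal ratio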;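 note: B-score derived from integrated fluorescence ratio over the kinetic read; more negative B-score means stronger inhibition of depolarization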
MrgX1 ag: agonists of human MrgX1 receptor; actives 0.44% (n = 310,000); MrgX1-HEK293 cells, Fluo-4 calcium fluorescence, agonist mode; active compounds read high; Q96LB2; B-score at 10 µM;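 active = calcium response B-score plate-corrected fluorescence ratio at least 3 library SD, with starting fluorescence B-score inside 5 SD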
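times = overnight plating, then 30 min 37 °C plus 30 min room-temperature dye loading | assay system = stable human MrgX1 HEK293 cell line | input = fifteen thousand cells per well | signal = kinetic calcium dye fluorescence, Fluo-4 NW | dosing = compound delivered in addition one of three | read-out = B-scored fluorescence response ratio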
RGS4 pot: potentiators or activators of RGS4; AID 463111; HEK293 M3R/inducible RGS4, carbachol calcium flux Fluo4; active compounds read low; actives 0.92% (n = 310,000); B-score at 10 µM;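 active = B-score of the integrated calcium signal more than 4 SD below the library mean, with starting fluorescence not abnormally high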;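 note: negative B-score means reduced calcium response which marks RGS4 activation or potentiation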
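test system = HEK293 cells with stable M3R and inducible RGS4 | schedule = recording 10 s baseline at 1 Hz, 100 s post-agonist | technique = Fluo4-AM (2 µM) calcium-flux fluorescence, kinetic read | measure = Agonist-evoked peak-minus-minimum fluorescence over baseline, integrated ratio, B score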
Active calls of the source: *; i = inactive; ? = inconclusive; nt = not tested or not shown. This is a random part of the collection; overall some 6.1% were active at least once.

SMILES	RGS4 inh	MrgX1 allo act	Platelet DG rel	TRPC4 inh	TRPC6 act	SKKanGAS inh	HIF activator	MrgX1 antagonist	TRPC6 inhibitor	MrgX1 ag	RGS4 pot
CCOc1ccc(Br)cc1C(=S)N1CCCC1	i	i	0	i	i	-1	0.4	i	i	i	i
Cc1cccc(-n2ncc3c2CCCC3NC(=O)C2CCOCC2)c1C (centres undefined)	i	i	-4	i	i	1	0.2	-5.2*	i	i	i
Cc1nnc(-c2cnn(C)c2N)n1Cc1ccccc1	i	i	5	i	i	2	0.0	i	i	i	i
Cc1c(Br)c([N+](=O)[O-])nn1CC(=O)Nc1sc2c(c1C(=O)OC(C)C)CCCC2	i	i	1	i	i	-3	-0.1	i	i	i	i
COC(=O)c1cc(=O)n(C2CC2)c(=NC2CC2)s1	i	i	3	i	i	-2	-0.1	i	i	i	i
CC(=O)NC(C)c1nc2ccccc2n1C(C)C (centres undefined)	i	i	0	i	i	2	-0.2	i	i	i	i
Cn1ccc(C(=O)Oc2ccc(C(=O)Nc3ccc(F)cc3F)cc2)n1	i	i	11	i	i	-3	1.6	i	i	i	i
CC(OC(=O)CC1CCCC1)C(=O)Nc1ccc(Cl)cn1 (centres undefined)	i	i	-4	i	i	-1	-0.3	i	i	i	i
O=C(NC(=S)NNC(=O)c1ccccc1O)c1cccnc1	i	i	8	i	i	10	-1.0	i	i	i	i
CCOc1ccc(Cc2nnc(SCC(=O)c3ccc(OC)cc3)o2)cc1	i	i	0	i	i	-3	0.0	i	i	i	i
O=C(O)COc1ccccc1/C=N/NC(=O)COc1ccc(-c2ccccc2)cc1	i	i	1	i	i	6	0.3	i	i	i	i
CCOC(=O)c1nnn(-c2nonc2N)c1-c1ccc(Cl)cc1	i	i	17	i	i	-13	-0.6	i	i	i	i
CC(Sc1nnc2ccccn12)C(=O)NCc1ccc2c(c1)OCO2 (centres undefined)	i	i	0	i	i	-1	0.2	i	i	i	i
CCN(CC)S(=O)(=O)c1ccc(OC)c(NC(=O)c2ccc(-n3cncn3)c([N+](=O)[O-])c2)c1	i	i	21	i	i	-9	0.1	i	i	i	i
CC(=O)Nc1ccc(S(=O)(=O)Nc2nc3ccccc3nc2Nc2cccc(S(N)(=O)=O)c2)cc1	i	i	1	i	i	-1	0.1	i	i	i	i
CC(C)(C)NC(=O)CN(C(=O)CCN1CCCc2ccccc21)C(C)(C)C	i	i	-11	i	i	-8	0.9	i	i	i	i
CCOC(=O)N1CCN(C(=O)c2c(-c3ccccc3Cl)noc2C)CC1	i	i	10	i	i	-4	-8.3	i	i	i	i
COc1ccc(-n2c(C)c([N+](=O)[O-])c3ccc(O)c(CN4CCCCC4)c32)cc1	i	i	-1	i	i	5	1.2	i	i	i	i
CCN1CC2=C(OC(N)=C(C#N)C2c2cccs2)/C(=C\c2cccs2)C1 (centres undefined)	i	i	6	i	i	1	-0.4	i	i	i	i
Cc1ccc(NC(=O)c2ccc3c(c2)OCO3)cc1Cl	i	i	1	i	i	6	1.8	i	i	i	i
CCNC(=O)NC(=O)COC(=O)CCCSc1nc2ccccc2s1	i	i	7	i	i	0	-0.9	i	i	i	i
c1ccc(C2[C@H]3CN(Cc4cccnc4)[C@H](c4ccccc4)C34CC2(c2ccccc2)C4)cc1 (some centres undefined)	i	i	-1	i	i	19	-0.3	i	i	i	i
CN(C)c1ccc(/C=C(/C#N)C(=O)NCc2ccccc2)o1	i	i	-2	i	i	6	1.1	-4.9*	i	i	i
COc1ccc(-c2cc(-c3ccccc3)no2)cc1	i	i	?	i	i	0	-1.4	i	i	i	i

Only HIF activator, MrgX1 allo act and Platelet DG rel (2 entries from above):
Structure	HIF activator	MrgX1 allo act	Platelet DG rel
CCNC(=O)NC(=O)COC(=O)CCCSc1nc2ccccc2s1	-0.9	i	7
CN(C)c1ccc(/C=C(/C#N)C(=O)NCc2ccccc2)o1	1.1	i	-2

New compounds follow.
SMILES	RGS4 inh	MrgX1 allo act	Platelet DG rel	TRPC4 inh	TRPC6 act	SKKanGAS inh	HIF activator	MrgX1 antagonist	TRPC6 inhibitor	MrgX1 ag	RGS4 pot
COc1cc(/C=N/Nc2nnc3c(n2)[nH]c2ccccc23)ccc1O	i	i	-6	i	i	7	2.2	i	i	i	i
CCn1cc(CN2CCN(Cc3ccc(C)o3)C(CCO)C2)c2ccccc21 (centres undefined)	i	i	17	i	i	-7	-0.5	i	i	i	i
COc1ccc(-c2nnc(N(C)C(=O)C3CCOC3)s2)cc1 (centres undefined)	i	i	-14	i	i	-11	-4.0	i	i	i	i
Cc1ccccc1NC(=O)Cn1c(O)c(N=NC(=O)c2ccccc2O)c2ccccc21	i	i	10	i	i	6	-0.2	i	i	i	i
O=C(O)C12C[C@H]3C[C@@H](C1)CC(n1ncc(N4CCN(c5ccccc5)CC4)c(Cl)c1=O)(C3)C2	i	i	2	i	i	0	0.6	i	i	i	i
CC(C)CCNc1nc(-c2ccco2)c2c(c1C#N)CCCC2	i	i	10	i	i	41	-0.8	i	i	27*	i
CCOCCCNC(=O)c1ccc(NC(=O)C2=CSCCO2)cc1	i	i	-15	i	i	-13	0.0	i	i	i	i
Cn1c(=O)c2c(SCC(=O)N3CCCC3)nc(CC(C)(C)C)nc2n(C)c1=O	i	i	3	i	i	3	-0.4	i	i	i	i
COc1ccccc1C(=O)NCCNc1ccc([N+](=O)[O-])cc1Cl	i	i	-1	i	i	-4	0.7	i	i	i	i
CCCOC1CCCN(Cc2cn(C)nc2-c2ccccc2F)C1 (centres undefined)	i	i	3	i	i	-2	-0.3	i	i	i	i
CCOC(=O)c1cc(NC(=O)c2ccc(OC)cc2)c(=O)oc1-c1ccccc1	i	i	-13	i	i	-2	0.3	i	i	i	i
CN(c1ccccc1C(=O)N1CCN(Cc2ccc3c(c2)OCO3)CC1)S(C)(=O)=O	i	i	2	i	i	17	-0.3	i	i	i	i
O=C(CCc1ccccc1)NNC(=O)COc1ccccc1	i	i	3	i	i	-9	-0.4	i	i	i	i
O=C(c1cccs1)N1CCC2(O)CCCCC2C1c1ccc(F)cc1 (centres undefined)	i	i	-3	i	i	5	0.2	i	i	i	i
COc1ccccc1/C=C/C(=O)c1ccc(NC(C)=O)cc1	i	i	-6	i	i	-10	0.6	i	i	i	i
Cc1ccccc1Nc1cc(C)c2c(O)cccc2n1	i	i	-27	i	i	1	3.0	i	i	i	i
CCc1ccc(C(C)NC(=O)c2ccc(F)cc2)cc1 (centres undefined)	i	i	-4	i	i	-3	0.0	i	i	i	i
Cc1ccc(S(=O)(=O)NCc2ccc(C(=O)N3CCN(Cc4ccccc4)CC3)cc2)cc1	i	i	12	i	i	4	nt	i	i	i	i
COc1ccc(NS(=O)(=O)c2ccc3c(c2)NC(=O)CO3)cc1	i	i	1	i	i	-5	-0.6	i	i	i	i
CC1C(=O)N2CCCc3cc(S(=O)(=O)NCCc4ccccc4)cc1c32 (centres undefined)	i	i	18	i	i	-2	-0.6	i	i	i	i
CCCCN(C)CCNC(=O)C1CCCN(S(=O)(=O)c2cccc3nsnc23)C1 (centres undefined)	i	i	8	i	i	-1	-0.2	i	i	i	i
C=CCn1c(C)cc(C(=O)CSc2nnc(NC(C)C)s2)c1C	i	i	-2	i	i	1	0.3	i	i	i	i
Cc1ccccc1NC(=S)NC(=O)C1CCCCC1	i	i	-14	i	i	16	0.4	i	i	i	i
CCn1c(=O)c2ccccc2n(Cc2ccccc2C)c1=O	i	i	5	i	i	6	0.5	i	i	i	i
Oc1ccccc1-c1nnc(SCCN2CCOCC2)n1Cc1ccccc1	i	i	-1	i	i	-3	0.5	-6.8*	i	i	i
Cc1cc2c(cc(C(=O)OC(C(=O)NCC3CCCO3)C(C)C)n2C)o1 (centres undefined)	i	i	-1	i	i	1	0.6	i	i	i	i
COc1ccc(C)cc1NC(=O)NCCCCc1ccccc1	i	i	-15	i	i	-10	-0.2	i	i	i	i
O=C(COC(=O)CCC(=O)c1cccs1)Nc1ccc(S(=O)(=O)N2CCOCC2)cc1	i	i	4	i	i	5	-0.3	i	i	i	i
Cc1ccc(C)c(Cn2cnc3c(oc4ccccc43)c2=O)c1	i	i	-7	i	i	2	0.4	i	i	i	i
COc1ccccc1OCc1n[nH]c(=S)n1Cc1ccccc1	i	i	-5	i	i	-2	0.6	i	i	i	i

Compound profiles (already shown). Values in the order: RGS4 inh, MrgX1 allo act, Platelet DG rel, TRPC4 inh, TRPC6 act, SKKanGAS inh, HIF activator, MrgX1 antagonist, TRPC6 inhibitor, MrgX1 ag, RGS4 pot
`Oc1ccccc1-c1nnc(SCCN2CCOCC2)n1Cc1ccccc1` as listed: i, i, -1, i, i, -3, 0.5, -6.8*, i, i, i
`CCNC(=O)NC(=O)COC(=O)CCCSc1nc2ccccc2s1` as listed: i, i, 7, i, i, 0, -0.9, i, i, i, i
`Cn1ccc(C(=O)Oc2ccc(C(=O)Nc3ccc(F)cc3F)cc2)n1` as listed: i, i, 11, i, i, -3, 1.6, i, i, i, i
`O=C(c1cccs1)N1CCC2(O)CCCCC2C1c1ccc(F)cc1` (centres undefined) as listed: i, i, -3, i, i, 5, 0.2, i, i, i, i

High-throughput results as filed in PubChem.
